Assay outcomes as filed in PubChem.
GLS inhibitor: qHTS for Inhibitors of Glutaminase (GLS). Potency, µM (series often up to 45.5 µM), for inactives: at the highest dose activity change, negative = inhibition, most hits filed as inhibitors. actives 0.21% (n = 410,000). GLS enzymatic activity, qHTS titration. Glutaminase kidney isoform, mitochondrial (Homo sapiens), O94925. AID 624170, 2012; active means well fitted inhibition curve with a large enough effect; inconclusive means small, poorly fitted or top-dose-only effect, or another doubt; inactive means no such curve, though single readings can be large or run the other way
Target sequence (O94925 whole entry, looked up, canonical isoform): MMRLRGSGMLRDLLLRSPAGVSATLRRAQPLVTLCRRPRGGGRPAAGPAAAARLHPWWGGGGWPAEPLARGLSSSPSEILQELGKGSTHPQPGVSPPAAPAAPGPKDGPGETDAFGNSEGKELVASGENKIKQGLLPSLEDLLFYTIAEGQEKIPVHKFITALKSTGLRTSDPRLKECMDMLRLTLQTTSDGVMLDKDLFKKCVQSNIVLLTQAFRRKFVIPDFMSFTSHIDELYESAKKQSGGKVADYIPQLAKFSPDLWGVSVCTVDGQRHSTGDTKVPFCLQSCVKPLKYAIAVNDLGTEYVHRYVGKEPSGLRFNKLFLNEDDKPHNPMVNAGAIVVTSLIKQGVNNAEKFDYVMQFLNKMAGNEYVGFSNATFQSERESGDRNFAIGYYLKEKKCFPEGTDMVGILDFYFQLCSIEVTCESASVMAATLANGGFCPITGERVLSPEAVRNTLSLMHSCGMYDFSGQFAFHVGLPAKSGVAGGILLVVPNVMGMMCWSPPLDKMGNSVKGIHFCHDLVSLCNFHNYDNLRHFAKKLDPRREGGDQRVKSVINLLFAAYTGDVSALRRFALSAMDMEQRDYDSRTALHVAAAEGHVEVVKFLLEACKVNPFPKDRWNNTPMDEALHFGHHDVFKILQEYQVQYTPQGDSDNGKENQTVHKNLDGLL
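Compounds were pin-transferred onto hKGA, after which L-glutamine (1 mM solution) and a detection mix of glutamate oxidase, HRP and Amplex Red were added. Initial and 30 min RT fluorescence reads were collected.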
Active calls of the source: *; u = inconclusive; & = joins results of further samples; [ ] = remark or other dose. On the % scale 0 is the no-effect control and ±100 the full control effect; potency means the concentration at half of the fitted maximal effect. The list is partial; count on the stated rates, not on these rows.

Structure,GLS inhibitor
CC(=O)OCC(=O)[C@@]1(O)CCC2C3C[C@H](C)C4=CC(=O)C=CC4(C)C3C(O)CC21C (stereo partly specified),-10%
C[C@]12CC[C@@H]3c4ccc(O)cc4CC[C@H]3[C@@H]1CCC2OC(=O)CCC1CCCC1 (stereo partly specified),-13%
CC1(C)S[C@@H]2[C@H](NC(=O)[C@H](NC(=O)N3CCN(S(C)(=O)=O)C3=O)c3ccccc3)C(=O)N2[C@H]1C(=O)O,-4%
CN1CC(O)c2cc(N=NC(N)=O)c(O)cc21 (stereo unspecified),5%
CCNC(=O)[C@@H]1CCCN1C(=O)[C@H](CCCN=C(N)N)NC(=O)[C@H](CC(C)C)NC(=O)[C@@H](Cc1c[nH]c2ccccc12)NC(=O)[C@H](Cc1ccc(O)cc1)NC(=O)[C@H](CO)NC(=O)[C@H](Cc1c[nH]c2ccccc12)NC(=O)[C@H](Cc1cnc[nH]1)NC(=O)[C@@H]1CCC(=O)N1,u
C[C@@H]1CCC2[C@@H](C)[C@@H](O)O[C@@H]3O[C@@]4(C)CC[C@@H]1[C@@]23OO4 (stereo partly specified),-2%
CC(C)C[C@@H](NC(=O)[C@@H](COC(C)(C)C)NC(=O)[C@H](Cc1ccc(O)cc1)NC(=O)[C@@H](CO)NC(=O)[C@@H](Cc1c[nH]c2ccccc12)NC(=O)[C@@H](Cc1cnc[nH]1)NC(=O)[C@@H]1CCC(=O)N1)C(=O)N[C@H](CCCN=C(N)N)C(=O)N1CCC[C@H]1C(=O)NNC(N)=O,39%[activator]
Cc1ncc(C[n+]2csc(CCOP(=O)(O)O)c2C)c(N)n1,3%
C=C[C@]1(C)C[C@@H](OC(=O)CO)[C@]2(C)C(C)CC[C@]3(CCC(=O)[C@H]32)[C@@H](C)[C@@H]1O (stereo partly specified),-5%
C=C1C(=CC=C2CCC[C@@]3(C)[C@@H]2CC[C@H]3[C@H](C)CCCC(C)C)C[C@@H](O)C[C@@H]1O,-7%
Nc1nc(NC2CC2)c2ncn([C@H]3C=C[C@@H](CO)C3)c2n1,0%
CC1CC(OC(=O)C(O)c2ccccc2)CC(C)(C)C1 (stereo unspecified),15%
CN(C)CCC=C1c2ccccc2C(C)(C)c2ccccc21,1%
c1ccc2c(c1)Sc1ccccc1N2CCN1CCCC1,8%
CC12C=CC(=O)C=C1CCC1C2C(O)CC2(C)C1CCC2(O)C(=O)COC(=O)CCC(=O)O (stereo unspecified),-5%
COC[C@@H](c1ccc(C(F)(F)F)cc1)N1CCN(C2(C)CCN(C(=O)c3c(C)ncnc3C)CC2)C[C@@H]1C,-1%
CC1(C)CC1C(=O)N/C(=C/CCCCSCC(N)C(=O)O)C(=O)O (stereo unspecified),-2%
CO[C@H]1[C@@H](O)[C@H](N)[C@@H](O[C@H]2O[C@@H]([C@H](C)N)CC[C@H]2N)[C@H](O)[C@@H]1N(C)C(=O)CN,1%
CO/N=C(\C(=O)N[C@@H]1C(=O)N2C(C(=O)[O-])=C(C[N+]3(C)CCCC3)CS[C@@H]12)c1csc(N)n1,-16%
CC1(C)S[C@@H]2[C@H](NC(=O)C(C(=O)Oc3ccc4c(c3)CCC4)c3ccccc3)C(=O)N2[C@H]1C(=O)O (stereo partly specified),7.9µM*
C/C=C\c1ccc(OC)cc1,-8%
OCC(O)C(O)C(O)CO (stereo unspecified),-3%
C[N+]12CCCC[C@@H]1CCC(=C(c1cccs1)c1cccs1)C2 (stereo partly specified),-3%
CCCCC[C@H](O)/C=C\[C@H]1[C@H](C/C=C\CCCC(=O)O)[C@@H](O)C[C@H]1O (tested in a mixture with another compound),5%[20 µM]
CCCCCC(O)/C=C/C=O (stereo unspecified),3%
CC(C)NCC(O)COc1ccccc1-n1cccc1 (stereo unspecified),0%
CC(=O)N[C@H]1[C@H](O[C@@H]2c3ccc(c(Cl)c3)Oc3cc4cc(c3O[C@@H]3O[C@H](CO)[C@@H](O)[C@H](O)C3C)Oc3ccc(cc3Cl)C[C@H]3NC(=O)[C@@H](N)c5ccc(O)c(c5)Oc5cc(O)cc(c5)[C@H](NC3=O)C(=O)N[C@H]4C(=O)N[C@H]3C(=O)N[C@@H]2C(=O)N[C@@H](C(=O)O)c2cc(O)cc(O[C@H]4O[C@H](CO)[C@@H](O)C(O)[C@@H]4O)c2-c2cc3ccc2O)O[C@H](CO)[C@@H](O)[C@@H]1O (stereo partly specified),16µM*
CCOC(=O)C1=CC(OC(CC)CC)C(NC(C)=O)C(N)C1 (stereo unspecified),-4%
CNC(=O)C[C@@H](N)C(=O)N[C@@H](C(=O)N[C@@H]1C(=O)N2[C@@H]1SC(C)(C)[C@@H]2C(=O)O)c1ccc(O)cc1,-10%
CCC(=O)O[C@]1(C(=O)CCl)[C@@H](C)CC2C3C[C@H](F)C4=CC(=O)C=CC4(C)[C@@]3(F)C(O)CC21C (stereo partly specified),3%

An excerpt of these results, with values ahead of the structure:
GLS inhibitor,Structure
-4%,CCOC(=O)C1=CC(OC(CC)CC)C(NC(C)=O)C(N)C1 (stereo unspecified)
-10%,CNC(=O)C[C@@H](N)C(=O)N[C@@H](C(=O)N[C@@H]1C(=O)N2[C@@H]1SC(C)(C)[C@@H]2C(=O)O)c1ccc(O)cc1
3%,CCC(=O)O[C@]1(C(=O)CCl)[C@@H](C)CC2C3C[C@H](F)C4=CC(=O)C=CC4(C)[C@@]3(F)C(O)CC21C (stereo partly specified)

Two successive compounds out of the list so far:
Structure,GLS inhibitor
CCCCCC(O)/C=C/C=O (stereo unspecified),3%
CC(C)NCC(O)COc1ccccc1-n1cccc1 (stereo unspecified),0%

Individual results from the entries so far.
CN(C)CCC=C1c2ccccc2C(C)(C)c2ccccc21 | GLS inhibitor = 1%
C=C1C(=CC=C2CCC[C@@]3(C)[C@@H]2CC[C@H]3[C@H](C)CCCC(C)C)C[C@@H](O)C[C@@H]1O | GLS inhibitor = -7%
c1ccc2c(c1)Sc1ccccc1N2CCN1CCCC1 | GLS inhibitor = 8%
CC1(C)S[C@@H]2[C@H](NC(=O)C(C(=O)Oc3ccc4c(c3)CCC4)c3ccccc3)C(=O)N2[C@H]1C(=O)O (stereo partly specified) | GLS inhibitor = 7.9µM*

Next entries follow:
Structure,GLS inhibitor
C[C@@H]1Cc2ccccc2N1NC(=O)c1ccc(Cl)c(S(N)=O)c1 (stereo partly specified),1%[20 µM]
O=C(O)c1ccc(NC(=O)[C@H](Cc2ccc(O)cc2)NC(=O)c2ccccc2)cc1,5%
CC(C)c1cccc(C(C)C)c1NC(=O)c1ccc(-c2cc(Cl)ccc2Cl)o1,-27%
CCCCCCCCCCCCCCCC(=O)OCC(COP(=O)(O)OCC[N+](C)(C)C)OC(=O)CCCCCCCCCCCCCCC (stereo unspecified),6%
CCC(C)(C)OC(=O)N[C@@H](Cc1c[nH]c2ccccc12)C(=O)N[C@@H](CCSC)C(=O)N[C@@H](CC(=O)O)C(=O)N[C@@H](Cc1ccccc1)C(N)=O,-16%
O=C(NNCNNC(=O)c1ccncc1)c1ccncc1,52%[activator]
CNC1=CN(O)C(c2ccccc2)=c2cc(Cl)ccc2=N1,4%&-20%
CC1(C)O[C@@H]2C[C@H]3[C@H]4C[C@H](F)C5=CC(=O)CC[C@]5(C)[C@@H]4[C@H](O)C[C@]3(C)[C@]2(C(=O)CO)O1,13%[20 µM]
NS(=O)(=O)c1cc2c(cc1Cl)N[C@H](Cc1ccccc1)NS2(=O)=O,-5%
O=C(OC[C@@H](O)CO)c1ccccc1Nc1ccnc2cc(Cl)ccc12,9%[20 µM]
COC1CC2CCC(C)[C@](O)(O2)C(=O)C(=O)N2CCCCC2C(=O)OC(C(C)CC2CCC(O)C(OC)C2)CC(=O)C(C)/C=C(/C)C(O)C(OC)C(=O)C(C)CC(C)C=CC=C/C=C\1C (stereo partly specified),-3%
CCOC(=O)C(CCc1ccccc1)NC1CCc2ccccc2N(CC(=O)O)C1=O (stereo unspecified),7%
CO[C@@H]1C[C@H](O[C@H]2[C@@H](C)[C@H](O[C@@H]3O[C@@H](C)C[C@@H](N(C)C)[C@@H]3OC(C)=O)[C@H](C)C[C@]3(CO3)C(=O)[C@H](C)[C@H](OC(C)=O)[C@H](C)[C@H](C)OC(=O)[C@@H]2C)O[C@H](C)[C@@H]1OC(C)=O,5%[20 µM]
O=C1C(CCC(O)c2ccc(F)cc2)C(c2ccc(O)cc2)N1c1ccc(F)cc1 (stereo unspecified),6%
CCCCCCCCCCCC(CC1OC(=O)C1CCCCCC)OC(=O)C(CC(C)C)NC=O (stereo unspecified),-2%
CCCCCCCCCCCCCC(=O)OCC(COP(=O)([O-])OCC[N+](C)(C)C)OC(=O)CCCCCCCCCCCCC (stereo unspecified),5%
CCc1cccc2c3c([nH]c12)[C@@](CC)(CC(=O)O)OCC3,11%
Cc1c(C)c2c(c(C)c1OC(=O)CCC(=O)OCCO)CC[C@](C)(CCC[C@H](C)CCC[C@H](C)CCCC(C)C)O2,-2%
CC(O)C1CCC2C3CCC4CC(O)CCC4(C)C3CCC12C (stereo unspecified),-16%
OCC1O[C@H](OC2C(CO)O[C@@](O)(CO)C2O)C(O)C(O)C1O (stereo partly specified),-3%
COc1ccc(/C=C/C(=O)OCCC(C)C)cc1,12%
C[C@H](O)Cn1cnc2c1c(=O)n(C)c(=O)n2C,0%[20 µM]
C[C@]12CCC(=O)C=C1CC[C@@H]1[C@H]2[C@@H](O)C[C@@]2(C)[C@H]1CC[C@]2(O)C(=O)CO,-11%
O=C1OC2C(O)C(O)OC2C1O (stereo unspecified),-3%
CC(CC=O)CCCC(C)(C)O (stereo unspecified),7%
CC(C)NC[C@H](O)c1cc(O)cc(O)c1,21%
CC(=O)OCC(=O)[C@@]1(O)CCC2C3CCC4=CC(=O)CC[C@]4(C)C3=CC[C@@]21C (stereo partly specified),1%
O=C(O)c1c(Cl)c(Cl)c(Cl)c(Cl)c1-c1c2cc(I)c(=O)c(I)c-2oc2c(I)c(O)c(I)cc12,14µM*
CC(=O)O[C@]1(C(C)=O)CC[C@@H]2[C@@H]3C=C(C)C4=CC(=O)CC[C@@]4(C)[C@H]3CC[C@]21C,1%[20 µM]
CC(NC(CCc1ccccc1)C(=O)O)C(=O)N1CCCC1C(=O)O (stereo unspecified),-4%

4 of the compounds above, with each value named.
COC1CC2CCC(C)[C@](O)(O2)C(=O)C(=O)N2CCCCC2C(=O)OC(C(C)CC2CCC(O)C(OC)C2)CC(=O)C(C)/C=C(/C)C(O)C(OC)C(=O)C(C)CC(C)C=CC=C/C=C\1C (stereo partly specified)
  GLS inhibitor: -3%

CCOC(=O)C(CCc1ccccc1)NC1CCc2ccccc2N(CC(=O)O)C1=O (stereo unspecified)
  GLS inhibitor: 7%

CO[C@@H]1C[C@H](O[C@H]2[C@@H](C)[C@H](O[C@@H]3O[C@@H](C)C[C@@H](N(C)C)[C@@H]3OC(C)=O)[C@H](C)C[C@]3(CO3)C(=O)[C@H](C)[C@H](OC(C)=O)[C@H](C)[C@H](C)OC(=O)[C@@H]2C)O[C@H](C)[C@@H]1OC(C)=O
  GLS inhibitor: 5%[20 µM]

O=C1C(CCC(O)c2ccc(F)cc2)C(c2ccc(O)cc2)N1c1ccc(F)cc1 (stereo unspecified)
  GLS inhibitor: 6%

Later entries
Structure,GLS inhibitor
O=C(N/N=C\c1ccc([N+](=O)[O-])o1)c1ccc(O)cc1,4%[20 µM]
CCC(C)C1OC2(C=CC1C)CC1CC(C/C=C(/C)C(OC3CC(OC)C(OC4CC(OC)C(NC(C)=O)C(C)O4)C(C)O3)C(C)/C=C\C=C3\COC4C(O)C(C)=CC(C(=O)O1)C34O)O2 (stereo unspecified),-27%
C=C(C)C1CC=C(C)CC1 (stereo unspecified),-10%
COc1cc2nc(N(C)CCCNC(=O)[C@@H]3CCCO3)nc(N)c2cc1OC,-8%[20 µM]
COc1c(C)c2c(c(O)c1CC=C(C)CCC(=O)OCCN1CCOCC1)C(=O)OC2,-4%
O=C(/C=C/c1cccc(F)c1)NC1CC1,4%
Cc1cccc(C)c1NC(=O)[C@H](C)N,-7%[20 µM]
CC1CC2C3CCC4=CC(=O)C=C[C@@]4(C)[C@]3(F)C(O)C[C@]2(C)[C@]1(O)C(=O)COP(=O)(O)O (stereo partly specified),-2%
CC1NC(=O)C(N)CNC(=O)C(C2CCN=C(N)N2)NC(=O)/C(=C/NC(N)=O)NC(=O)C(CNC(=O)CC(N)CCCN)NC1=O (stereo unspecified),0%[20 µM]
O=C1NC(=O)C2C3C=CC(C3)C12 (stereo unspecified),11%
CCN[C@@H]1C[C@H](N)[C@H](O[C@H]2OC(CN)=CC[C@H]2N)[C@@H](O)[C@H]1O[C@H]1OC[C@@](C)(O)[C@@H](NC)[C@@H]1O,4%
CSCCC(N)C(=O)O (stereo unspecified),-5%
CC(C)(S)C(=O)NC(CS)C(=O)O (stereo unspecified),-1%
Cc1cnc(C(=O)O)c[n+]1[O-],-1%
CC[C@H](NC(C)C)[C@H](O)c1ccc(O)c(O)c1,13%
CC1(C)S[C@@H]2[C@H](NC(=O)[C@@H](N)c3ccccc3)C(=O)N2[C@H]1C(=O)O[C@H]1OC(=O)c2ccccc21,-4%[20 µM]
CC(C)CCCC(C)NC(C)C (stereo unspecified),2%
CCCCCCCCCCCCCCCCCC(=O)OCCO,21%
CSCCC(NC(=O)[C@H](Cc1c[nH]c2ccccc12)NC(=O)CNC(=O)[C@H](CCSC)NC(=O)[C@H](Cc1ccc(OS(=O)(=O)O)cc1)NC(=O)[C@@H](N)CC(=O)O)C(=O)N[C@@H](CC(=O)O)C(=O)N[C@@H](Cc1ccccc1)C(N)=O (stereo partly specified),-20%
